IkB signaling – suppresses IkB signaling in ABC-DLBCL reporter cells; ABC-DLBCL IkBa-CBG/CBR dual luciferase ratio, 4 h; response scale: scaled: untreated 0%, proteasome inhibitor 100%; Potency, µM (titrated, usually from 57.1 µM), without a hit: at the highest dose IkBa stabilization activation; hit rate 0.04% among 110,000; active = well fitted curve in the direction sought with a large enough effect in the signal ratio, not every such curve was filed as active; inconclusive = small, poorly fitted or top-dose-only effect, or a change in a side signal; the % refers to the signal ratio;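 also: the direction sought is a rising ratio; 0% = basal untreated cells and 100% = reference inhibitor full response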
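In this assay, an IκBα–CBG68 fusion accumulates when IKK-driven degradation is blocked; native CBR normalizes for cell number. OCI-Ly3 cells were treated 4 h with compound and doxycycline, then green and red light read after Chroma-Glo addition.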
p53ts 32C kill – cytotoxicity in p53ts cells at permissive temperature | H1299-p53A138V at 32C, ATP luminescence viability, 24 h | Potency, µM (series often up to 46.1 µM), inactives show at the highest dose activity change, negative = cytotoxicity, hits mostly cytotoxic | hit rate 0.93% among 130,000;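 also: 0% = DMSO and -100% = full killing by reference compound; nearly all actives have a fitted effect of over 55% in size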
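H1299-p53 A138V cells (temperature-sensitive p53) exposed 24 h to up to 46 uM compound at 32C, where p53 is wild-type in conformation. Viability read as ATP luminescence and normalised to DMSO and 100 uM tamoxifen. AC50 fitted with the Hill equation.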
Peg3 imprint – inducers of genomic imprint erasure in mouse ES cells | mouse ES Peg3-LacZ reporter, beta-gal luminescence, 40 h | Potency, µM (doses to about 60.7 µM), inactives show at the highest dose activity change, positive = activation, actives largely listed as activators | hit rate 0.02% among 110,000 | AID 1948;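 also: 0% = negative control wells on the plate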
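Each well holds 300 Peg3LacZ-Neo (maternal) female ES cells incubated 40 h at 37C, 5% CO2. LacZ is measured by BetaGlo luminescence, with AC50 and maximum efficacy derived from dose-response curves.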
p53ts 39C tox – p53ts cell cytotoxicity, nonpermissive temperature; hit rate 1.5% among 130,000; H1299-p53A138V viability at 39C, ATP luminescence, 24 h; Potency, µM (titrated, usually from 46.1 µM), inactives show at the top dose activity change, negative = cell killing, hits mostly cytotoxic; also: nearly all actives have a fitted effect of over 55% in size
The depositor's hits bear a star; u = inconclusive; x = no result given; & = joins results of further samples; [ ] = another dose, or the depositor's remark. Unless noted, calls follow the shape of the dose curve; as a rule, active = well fitted curve in the direction sought with a large enough effect; inconclusive = small, poorly fitted or top-dose-only effect, or another doubt; inactive = no such curve, though single readings can be large; an effect the other way counts as inactive or inconclusive. Unless noted, % is scaled to controls: 0 for no effect and ±100 for the full control effect; potency is read from the fitted curve at half-maximal effect.

SMILES | IkB signaling | p53ts 32C kill | Peg3 imprint | p53ts 39C tox
CCc1ccc(NC(=O)CC(c2ccc(C)cc2)N2Cc3ccccc3C2=O)cc1 (stereo unspecified) | u | -3% | 10%[10.9 µM] | -22%
CCC(C)NC(=O)Cn1c(=O)n(CC2CCC(C(=O)NC)CC2)c(=O)c2sccc21 (stereo unspecified) | -0.1% | -3% | -11%[10.9 µM] | -17%
CCC(C)NCC(=O)Nc1ccc(-c2nc3cc(NC(=O)CNC(C)CC)ccc3o2)cc1 (stereo unspecified) | -2.2% | -6% | -7% | -3%
COc1ccccc1NC(=O)c1sc2nc(-c3cc4cc(Cl)ccc4oc3=O)[nH]c(=O)c2c1C | 0.2% | 1% | -10%[10.9 µM] | 1%
COc1cc(Cl)c(C)cc1NC(=O)c1sc2nc(C)cc(C)c2c1N | u | 1% | 30%[10.9 µM] | 16%
COc1ccc(-c2noc(CSc3ccccc3)n2)cc1OC | u | 0% | -9% | -16%
CCS(=O)(=O)N1CCC(NC(=O)C2CCCCC2)CC1 | 0.7% | -2% | 4% | -1%
CCCN1CCc2nc(N3CCN(CC)CC3)ncc2C1 | -0.6% | -10% | -14%[10.9 µM] | -20%
N#Cc1cccc(NC(=O)C2CCN(S(=O)(=O)c3ccc4c(c3)CCCN4C(=O)C3CCC3)CC2)c1 | u | 9% | -12%[10.9 µM] | -23%
CCOc1ccc(S(=O)(=O)N2CCC(N3CCN(Cc4ccc(C)cc4)C(=O)C3=O)CC2)cc1 | 1.2% | -5% | -11%[10.9 µM] | -21%
NC(=O)c1c(NC(=O)c2cccs2)sc2c1CCCCCC2 | 11% | u | -11% | u
Cc1ccc(C)c(NC(=O)N2CC=C(c3c[nH]c4ccccc34)CC2)c1 | u | 11% | 8%[10.9 µM] | 7%
Cc1ccc(C(C(=O)NC2CCCCC2)N2CCOCC2)cc1 (stereo unspecified) | 0.2% | -7% | 24% | -13%
COc1ccc(-c2cc(C(=O)N3CCCCC3C)no2)cc1OC (stereo unspecified) | -0.3% | 3% | 9%[10.9 µM] | 11%
COc1ccccc1Nc1nn2c(=O)c3ccc(C(=O)N4CCCC(C)C4)cc3nc2s1 (stereo unspecified) | u | u | 10%[10.9 µM] | -3%
CN(C)c1ccc(-c2nccc(NCc3ccccc3)n2)cc1 | 4.6%[11.4 µM] | u | -23% | u
CCOC(=O)N1CCC(N2C(=O)c3ccccc3C2Nc2cc(OC)c(OC)c(OC)c2)CC1 (stereo unspecified) | 3.6% | -5% | -9% | 5%
CCC(c1ccc(O)cc1)C(CC)c1ccc(O)cc1 (stereo unspecified) | x | 21% | -8% | 22%
O=C(CSc1nnc(-c2ccccc2)o1)OCc1ccccc1 | x | -1% | x | 0%
CCOC(=O)c1c(Oc2ccc(C(C)=O)cc2)nnc(-c2ccccc2)c1-c1ccccc1 | u | 8% | -5%[10.9 µM] | 11%
COC(=O)c1ccccc1NC(=O)c1ccc(NS(C)(=O)=O)cc1 | -3.5% | -1% | 2% | -9%
COc1ccc(C)cc1NC(=O)CSc1nc(=O)n(Cc2ccncc2)c2c1CCC2 | u | -5% | -9%[10.9 µM] | 8%
O=C(Cc1cccs1)Nc1nnc(Cc2ccccc2)s1 | x | -6% | x | 3%
O=C(O)CN1C(=O)CC(Cc2ccccc2)C1=O (stereo unspecified) | 0.3% | -8% | -1% | -13%

In another format: entries from further up
O=C(CSc1nnc(-c2ccccc2)o1)OCc1ccccc1
  IkB signaling: x	p53ts 32C kill: -1%	Peg3 imprint: x	p53ts 39C tox: 0%
CN(C)c1ccc(-c2nccc(NCc3ccccc3)n2)cc1
  IkB signaling: 4.6%[11.4 µM]	p53ts 32C kill: u	Peg3 imprint: -23%	p53ts 39C tox: u
COC(=O)c1ccccc1NC(=O)c1ccc(NS(C)(=O)=O)cc1
  IkB signaling: -3.5%	p53ts 32C kill: -1%	Peg3 imprint: 2%	p53ts 39C tox: -9%

More entries follow:
SMILES | IkB signaling | p53ts 32C kill | Peg3 imprint | p53ts 39C tox
CC(C)Oc1ccc(CNC(=O)c2cnc3sc(N4CCCCC4)nn3c2=O)cc1 | -1.6% | -3% | 5%[10.9 µM] | 23%
O=C(CCCNS(=O)(=O)c1cccc2nsnc12)N1CCCCC1 | -1.0% | 6% | -8% | 2%
CCN(C(=O)CSc1nnc(Cn2nnc3ccccc32)o1)c1nc(-c2ccccc2)cs1 | u | 1% | -13% | 2%
Cc1ccc(CCNC(=O)c2ccc3[nH]c(C)c(C)c3c2)cc1 | u | -6% | -5%[10.9 µM] | -3%
CCC(=O)N1CCc2cc(Br)cc(S(=O)(=O)N3CCC(C(=O)Nc4ccccc4F)CC3)c21 | u | 4% | -7%[10.9 µM] | -12%
COc1ccc(-c2ncc3ccccn23)cc1 | 2.3% | -20% | -56%[inhibitor] | -25%
Cc1ccc(N2C(=O)NC(NS(=O)(=O)c3ccccc3)(C(F)(F)F)C2=O)cc1C (stereo unspecified) | 1.4% | 6% | 12%[10.9 µM] | 15%
Oc1ccc(Nc2nc3ccccc3n3cnnc23)cc1 | 0.3% | 3% | 0%[10.9 µM] | -15%
CCCCNCC(=O)Nc1sc(C)c(C)c1C(=O)OCC | x | 15% | x | 15%
CCC1Oc2ccc(Cl)cc2N(CC(=O)O)C1=O (stereo unspecified) | 6.6% | 0% | 10% | 7%
CN(C)Cc1cc(C(=O)O)cc(CN(C)C)c1O | -0.9%[11.4 µM] | -4%[9.22 µM] | -15%[10.9 µM] | 2%[9.22 µM]
Cc1ccc(NC(=O)c2ccccc2F)nc1 | u | u | x | u
Cc1ccc(S(=O)(=O)N2CCN(S(C)(=O)=O)C2c2ccccc2)cc1 (stereo unspecified) | 1.4% | 0% | -8% | 25%
COc1ccc(CCNC(=O)c2c[nH]n3c(=O)c(Cc4ccccc4Cl)c(C)nc23)cc1OC | u | -4% | -6%[10.9 µM] | -3%
COc1ccc(C)cc1NC(=O)Cc1c(C(=O)O)c(C)cn1C | 0.9% | 14% | 20%[10.9 µM] | 9%
Cn1nnc2cc(C(=O)NCc3ccco3)ccc21 | -0.7% | -7% | 5% | 10%
O=C(Nc1ccc(Cl)cc1)C1CCN(c2nc3ccccc3nc2C(F)(F)F)CC1 | -0.8% | 2% | -10%[10.9 µM] | -8%
Cc1cccc(-n2nc3c(c2NC(=O)c2ccc(Br)o2)CSC3)c1C | 7.6% | 9% | -8% | 10%
CCS(=O)(=O)NCc1ccc2[nH]c3c(c2c1)CCCC3 | -4.8% | -4% | -13% | -11%
COc1cc(N)ccc1Cc1ccc(N)cc1OC | u | -15% | 0% | -9%
COc1ccccc1S(=O)Cc1ccc(C(=O)NCCc2ccc(Cl)cc2)o1 (stereo unspecified) | u | -8% | -12% | -9%
Cc1nn(-c2ccccc2)c2nc(=O)n(-c3ccccc3)cc12 | -1.7% | 5% | -7% | 7%
CN1CC(=O)N(CC(=O)Nc2cccc(C#N)c2)c2ccccc2C1=O | 1.1% | 6% | -4%[10.9 µM] | -23%
CCOC(=O)c1c(N)sc(C(=O)N(C)C)c1C | 0.0% | 1% | 1% | -10%
O=C(CSc1nnc(CNc2ccc(F)cc2)n1-c1ccccc1)N1CCOCC1 | x | 2% | x | 4%
COCCNC(=O)[C@H](C)[C@@H]1C[C@@]1(C)[C@@H](NC(=O)OCc1ccccc1)c1ccccc1 | x | 8% | -13% | 8%
O=C(C1CCCN1S(=O)(=O)c1ccc(Cl)cc1)N1CCOCC1 (stereo unspecified) | -0.5% | 6% | -5% | 6%
CCOc1ccc(N2CC(C(=O)Oc3ccccc3)CC2=O)cc1 (stereo unspecified) | -0.6% | -9% | -11% | 31%[activator]
NC(=O)c1ccc(NC(=O)C2CCN(S(=O)(=O)Cc3ccccc3)CC2)cc1 | 0.7% | 4% | -4%[10.9 µM] | 3%
Cc1ccc(S(=O)(=O)c2nnn(-c3ccc(F)c(Cl)c3)c2N)cc1 | u | 29% | -15%[10.9 µM] | -17%
CCOC(=O)c1[nH]c2c(c1Cc1ccccc1)C(=O)CC(c1ccc(C(C)(C)C)cc1)C2 (stereo unspecified) | 8.3% | 15% | 14%[10.9 µM] | 6%
COC(=O)c1ccccc1NC(=O)C1CCCN(c2nnc(-n3cccc3)s2)C1 (stereo unspecified) | -0.9% | 0% | -24% | -4%
COc1ccccc1Nc1ncc(C(=O)Nc2ccc(OC)c(OC)c2)c2ccccc12 | 1.4% | -1% | -8%[10.9 µM] | 25%
Cc1ccc(NC(=O)c2cnn(-c3ccccc3)c2NC(=O)c2ccco2)cc1 | 0.2% | 1% | -2% | -2%
Cc1ccc(-c2nc(S(=O)(=O)c3ccc(C)cc3)c(N3CCN(c4ccccc4)CC3)o2)cc1 | -1.1% | -2% | 4%[10.9 µM] | -12%
NS(=O)(=O)c1ccc(CCNC(=O)CSc2nc3ccsc3c(=O)n2C2CC2)cc1 | x | -19% | x | 11%
Cc1ccc(Cn2c(CO)cnc2SCC(=O)Nc2ccc(C)c(Cl)c2)cc1 | u | -2% | -11%[10.9 µM] | 13µM*
Cc1c(Cl)c(S(N)(=O)=O)cc(S(N)(=O)=O)c1NC(=O)c1ccc(Cl)cc1 | 1.0%[11.4 µM] | 1%[9.22 µM] | -6%[10.9 µM] | -10%[9.22 µM]
COc1ccccc1CNC(=O)CSCc1nc(-c2ccc(OC)c(OC)c2)oc1C | u | 1% | -16%[10.9 µM] | -7%
Cc1cccc(CSc2nc(N)c(C#N)c(-c3cccs3)c2C#N)c1 | x | -7% | x | -10%
Cc1n[nH]c(C)c1S(=O)(=O)N1CCCC(C(=O)N2CCc3ccccc32)C1 (stereo unspecified) | 2.1% | 2% | -11% | -11%
CCOC(=O)c1c(Nc2cccc(C(=O)OC)c2)nnc(-c2ccccc2)c1-c1ccccc1 | u | 4% | -19%[10.9 µM] | -18%
CCCCn1c(CNC(=O)C(C)(C)C)nc2ccccc21 | 1.4% | 2% | -7% | 5%
COc1ccc2c(C)c(CCC(=O)NCc3ccc(OC)c(OC)c3)c(=O)oc2c1 | -0.2% | 7% | -4%[10.9 µM] | 17%
NCCNS(=O)(=O)c1cccc2cnccc12 | u | -4%&-13% | -5%&-10% | u
COc1ccc(COC2OC[C@]3(C)[C@H]4C5=C(CN3C(=O)OC(C)(C)C)[C@H](C)C(CO)C(CO)C5CC[C@@H]24)cc1 (stereo partly specified) | x | 8% | -2% | -7%
COc1ccc(N2CCN(C(=O)C34CCC(C)(C(=O)C3)C4(C)C)CC2)cc1 (stereo unspecified) | 0.6% | 2% | -5% | 13%
CN1CCN(C(=O)c2cc(Cl)ccc2Cl)CC1 | -1.3% | 39%[activator] | 1% | -5%
O=C1C=CC(=C(c2ccc(O)cc2)c2ccc(O)cc2)C=C1 | x | 76%[activator] | -34%[inhibitor] | -3%
CC(C)(C)n1nnnc1CN(Cc1ccco1)Cc1cc2cc3c(cc2[nH]c1=O)OCO3 | 0.8% | 12% | -3% | 12%
CCOC(=O)c1ccc(NC(=O)c2c(O)c3ccccc3n(C)c2=O)cc1 | u | -8% | -11% | -6%
Cc1cccc(N2CCN(C(=O)c3sc4nc5n(c(=O)c4c3C)CCC5)CC2C)c1 (stereo unspecified) | -1.8% | -9% | -17%[10.9 µM] | 0%
NC(=NCCCCCCN=C(N)/N=C(\N)Nc1ccc(Cl)cc1)/N=C(\N)Nc1ccc(Cl)cc1 | u | x | -53%[inhibitor] | x
CCc1nnc(NC(=O)CCN2C(=O)c3ccccc3C2=O)s1 | 0.2% | -3% | x | 5%
CCOC(=O)N1CCN(C(=O)c2ccc(C)c(S(=O)(=O)Nc3ccccc3)c2)CC1 | -4.7% | -11% | -29% | 18%
CCc1ccc(NC(=O)Cn2c(=O)n(CCCC(=O)NCc3ccc4c(c3)OCO4)c(=O)c3ccccc32)cc1 | 8.4% | -19% | -5%[10.9 µM] | u
